Compound activity: PubChem, National Center for Advancing Translational Sciences (NCATS)
PLK1 PBD inh – blocks phosphopeptide binding to human PLK1 polo-box domain; P53350; Plk1 PBD binding of FITC phosphopeptide, fluorescence polarization; Potency, µM, for inactives: max response, negative = inhibition, hits mostly inhibitors; 360,000 compounds, 2.8% hits; AID 720504; note: potency is the fitted concentration of half-maximal effect; series mostly up to about 57 µM; % is set by controls: 0 for no effect and ±100 for the full control effect; nearly all actives have a fitted effect of over 65% in size
DRD3 antagonist – D3 dopamine receptor (human) antagonism. P35462. D3R cells, DiscoveRx beta-arrestin luminescence, antagonist mode; active compounds read low. max response, negative = inhibition, %. 360,000 compounds, 2.5% hits. AID 652054; in the data active = max response below about -50%; inconclusive = no clear call, values can overlap the other calls; note: % is set by controls: 0 for no effect and ±100 for the full control effect; mostly tested at two doses, the higher about 12 µM
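Cells plated overnight at 1500 cells/well, then exposed to library compounds with dopamine controls for 90 minutes at 37 degrees C. DiscoveRx reagent added for 30–60 minutes at room temperature; luminescence read, quantitative HTS format.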
D3 ag – D3 dopamine receptor (human) agonism. 410,000 compounds, 0.58% hits. AID 652048. max activation, %. P35462. D3R DiscoveRx beta-arrestin cells, luminescence, 90 min; in the data active = max activation above about 30%; note: 0% is about no effect; mostly tested at two doses, the higher about 12 µM
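Cells at 1500/well, incubated overnight, then treated with pinned compounds (dopamine as control) for 90 min at 37 degrees C. DiscoveRx reagent added for 30 - 60 minutes at room temperature; luminescence read.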
GLP-1R inv ag – GLP-1 receptor (human) inverse agonism | P43220 | HEK293 GLP-1R CRE-luciferase, luminescence, 24 h; GLP-1R form is constitutively active | Potency, µM (top dose mostly 38.3 µM), inactives show at the highest dose activity change, negative = inhibition, most hits filed as inhibitors | 410,000 compounds, 1.6% hits; note: potency is the fitted concentration of half-maximal effect; % is set by controls: 0 for no effect and ±100 for the full control effect; nearly all actives have a fitted effect of over 55% in size
Target sequence (P43220 whole entry, looked up): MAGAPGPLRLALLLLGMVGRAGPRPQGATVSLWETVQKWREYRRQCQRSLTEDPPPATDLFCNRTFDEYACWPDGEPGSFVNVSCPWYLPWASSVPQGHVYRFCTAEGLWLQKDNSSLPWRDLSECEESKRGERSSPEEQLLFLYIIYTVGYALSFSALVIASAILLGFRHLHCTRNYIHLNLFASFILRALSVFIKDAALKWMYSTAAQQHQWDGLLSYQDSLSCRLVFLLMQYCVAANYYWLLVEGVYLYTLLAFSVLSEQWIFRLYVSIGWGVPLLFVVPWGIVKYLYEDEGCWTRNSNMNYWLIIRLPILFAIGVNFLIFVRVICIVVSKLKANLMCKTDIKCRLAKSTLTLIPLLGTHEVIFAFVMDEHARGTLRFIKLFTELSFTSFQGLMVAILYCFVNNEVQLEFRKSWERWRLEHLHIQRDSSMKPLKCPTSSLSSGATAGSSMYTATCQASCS
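qHTS in 1536-well format: reporter HEK293 cells expressing constitutive GLP-1R activity in DMEM + 10% Nu serum, 24 hr with compounds at 37 deg C, luminescence read after 12 min with detection reagent.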
IL-2 act – activates IL-2 in a cell-based reporter assay; 360,000 compounds, 0.065% hits; activation, % (series mostly up to about 46 µM); IL-2 activation reporter assay, cell-based qHTS; stimulated with anti-CD3/CD4/CD28 beads; in transgenic mouse T cells; AID 652025; in the data active = activation above about 50%; inconclusive = mostly about 30% to 49%; note: 0% is about no effect
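Quantitative HTS in unstimulated transgenic mouse T cells, with memory T cells as non-tolerant control and PMA/ionomycin as tolerance-bypass control. Compound pretreatment lasted 60 minutes before 18 h bead stimulation; EGFP/DsRed fluorescence read.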
GLP1R ag – GLP-1 receptor (human) agonism; HEK293 GLP-1R CRE-luciferase, luminescence, 4-6 h; cells express a hypersensitive GLP-1R form; P43220; 380,000 compounds, 0.007% hits; AID 624172; Potency, µM (series often up to 45.6 µM), inactives show at the highest dose activation, hits mostly activators; note: potency is the fitted concentration of half-maximal effect; % of control where 0% means no effect
PI5P4Ka inh – inhibitors of human PI5P4K alpha; P48426; PI5P4Kalpha enzyme, ADP-Glo luminescence, 60 min; active compounds read low; max response, %; 330,000 compounds, 1.2% hits; active = max response of -50% or lower; inconclusive = between -30% and -50%; inactive = -30% or higher; note: value at the top dose of about 77 µM; % is set by controls: 0 for no effect and ±100 for the full control effect
Target sequence (P48426 whole entry, looked up): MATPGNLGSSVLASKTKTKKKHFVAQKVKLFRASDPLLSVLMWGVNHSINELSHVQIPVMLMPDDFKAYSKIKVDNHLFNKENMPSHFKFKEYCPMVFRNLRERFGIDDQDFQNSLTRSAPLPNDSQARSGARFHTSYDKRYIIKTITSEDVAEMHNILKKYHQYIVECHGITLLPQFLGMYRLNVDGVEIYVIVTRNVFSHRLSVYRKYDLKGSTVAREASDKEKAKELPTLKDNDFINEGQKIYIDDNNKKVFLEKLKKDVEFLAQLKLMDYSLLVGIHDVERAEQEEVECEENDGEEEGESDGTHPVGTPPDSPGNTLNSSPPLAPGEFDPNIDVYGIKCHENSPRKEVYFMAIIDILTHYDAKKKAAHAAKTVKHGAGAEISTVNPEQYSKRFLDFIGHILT
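Luminescence from ADP-Glo served as readout of PI5P4Kalpha activity in a qHTS format. Reaction: enzyme, substrate, compound, ATP at 5 microM final, 60 min at RT.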
WRN inhibitor – WRN helicase (human) inhibition; 360,000 compounds, 0.46% hits; Potency, µM (doses to about 114 µM), without a hit: at the highest dose activity change, negative = inhibition, actives largely listed as inhibitors; AID 651768; WRN helicase unwinding, fluorescent forked duplex, kinetic; note: potency is the fitted concentration of half-maximal effect; % is set by controls: 0 for no effect and ±100 for the full control effect; nearly all actives have a fitted effect of over 55% in size
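WRN at 20 nM final was preincubated with compound for 15 min at room temperature; reaction started with 100 nM forked duplex oligonucleotide carrying fluorophore and quencher plus 2 mM ATP (final). Unwinding followed kinetically by red fluorescence (ex 525/em 598 nm).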
HEK293 tox – cytotoxic in the GLP-1 receptor inverse agonist counter-screen; AID 624418; 410,000 compounds, 0.13% hits; HEK293 cAMP-luciferase reporter cells, luminescence, 24 h; Potency, µM (titrated, usually from 38.3 µM), for inactives: at the highest dose activity change, negative = inhibition, usual class: inhibitors;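 note: loss of luciferase light is scored as toxicity; potency is the fitted concentration of half-maximal effect; % is set by controls: 0 for no effect and ±100 for the full control effect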
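Compound-treated cells are incubated 24 hr at 37 deg C under 5% CO2 after a 12 hour attachment period, then luciferase detection reagent is added and luminescence is measured following 12 min at room temperature; lowered signal indicates toxicity.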
* = called active by the depositor; ? = inconclusive; . = no result given; & = joins results of further samples; [ ] = dose if it differs, or a comment. Unless noted, calls come from the whole dose curve; as a rule, active = well fitted curve in the direction sought with a large enough effect; inconclusive = small, poorly fitted or top-dose-only effect, or another doubt; inactive = no such curve, though single readings can be large; an effect the other way counts as inactive or inconclusive. Not a hit list; 7.8% or so of the library scored in one or more.

SMILES,WRN inhibitor,PI5P4Ka inh,HEK293 tox,IL-2 act,PLK1 PBD inh,GLP1R ag,GLP-1R inv ag,DRD3 antagonist,D3 ag
COC(=O)[C@@]12C[C@@H](CC(=O)N3CCCCC3)C(=O)N(Cc3ccc4c(c3)OCO4)C1=CCC(C)(C)C2,2%,-3,-11%,0.9,2%,.,?,-15,5
COCCN1C2=C(C(=O)CC(C)(C)C2)C(c2ccc(O)c(OC)c2)C2=C1CC(C)(C)CC2=O,2%,-5,0%,-0.2,-1%,-2%,16%,14,11
COc1cccc(NC(=O)CN2CCN(c3ccc(F)cc3)CC2)c1,-6%,-1,-4%,-0.7,0%,-3%,?,-6,-3
CC1CCCCC12NC(=O)N(CC(=O)NCc1ccccc1)C2=O (stereo unspecified),-6%,-8,9%,-0.7,1%,-9%,7%,16,0
COc1ccc(S(=O)(=O)N(C)C)cc1NCC(=O)Nc1ccc(Br)c(C)c1,-10%,5,-7%,-1.1,2%,9%,11µM*,7,4
Cc1ccc(-c2c(C(=O)N/N=C/c3ccc4c(c3)OCO4)nnn2-c2nonc2N)cc1,2%,-1,?,-0.5,-3%,4%,10µM*,-1,2
COC(c1ccccc1)c1nnc(CCC(=O)NCCc2ccc(Cl)cc2)o1 (stereo unspecified),0%,1,-3%,0.5,6%,-4%,-19%,5,-1
Cc1ccccc1Cn1nc(C)c(NC(=O)C(F)(F)F)c1C,-10%,6,-13%,-2.5,4%,0%,-7%,-4,2
COC(=O)NC(NC(=S)Nc1cccc(C)c1)C(Cl)(Cl)Cl (stereo unspecified),7%,-3,-21%,1.3,-11%,2%,?,-1,-1
CSCCC(NC(=O)c1ccccc1)C(=O)NCc1ccc(S(N)(=O)=O)cc1 (stereo unspecified),-8%,-2,-15%,-0.2,-3%,2%,5%,7,0
CCOC(=O)c1ccccc1N/C=C/C(=O)c1ccccc1,-10%,9,3%,-1.0,-6%,0%,?,19,9
CCCCCCNC(=O)O[C@H]1Cn2c(=O)ccc(=O)n2[C@@H]2CN(S(=O)(=O)c3ccc(C)cc3)C[C@]12O,?,2,?,-3.4,-22%,-14%,?,-17,-7
COc1cccc2c(=O)n(CC(=O)N3CCCCC3)ccc12,6%,-2,-3%,-1.7,-7%,-6%,13%,-21,-3
COc1cc(/C=N/NC(=O)c2cc(-c3ccccc3)nc3ccccc23)ccc1O,-16%,-9,-2%,-2.6,1%,-6%,2%,23,-9
O=C(Nc1ccc(Oc2ccccc2)cc1)c1csc([C@H]2C[C@H](O)[C@@H](CO)O2)n1,-1%,0,1%,-0.4,-13%,-2%,-27%,16,5
CCN(CC)CCN1c2ccccc2Sc2ccccc21,-22%,-4,-13%,-2.1,-4%,2%,?,?,-31
CN1C(=O)c2ccc(NC(=O)c3cccc4ccccc34)cc2C1=O,-27%,1,-1%,-0.5,-11%,6%,4%,?,2
COc1ccccc1C(=O)NCCC(=O)NC1=NCCS1,5%,1,3%,2.5,-2%,-1%,11%,0,-1
CN(C)S(=O)(=O)c1ccc(C(=O)NCC(C)(C)N2CCOCC2)cc1,6%,-2,8%,0.3,4%,-2%,7%,22,-9
O=C1Nc2ccccc2C1=Nc1ccc(-c2nnc3n2CCCCC3)cc1,8%&-3%,0&7,-4%&-2%,-0.1&-0.7,-10%&-10%,0%&2%,8%&-22%,?,1&-2
COc1ccc(/C=N/Nc2nc(C(=O)O)cs2)cc1,-14%,-63*,3%,1.2,?,-7%,-4%,3,-4
Cc1ccc2nc(NNC(=O)c3ccc4c(c3)OCCO4)sc2c1,-3%,1,-28%,-2.6,-6%,3%,?,0,4
CC(C)N1CC(C(=O)Nc2ccccc2)CC1=O (stereo unspecified),5%,0,11%,5.0,-13%,2%,12%,-13,-6
COCCCNc1nc(CC(C)C)nc2c1nnn2Cc1ccccc1,3%,14,4%,-0.4,6%,7%,?,19,3
COC(=O)CNc1nc(Cl)nc(Nc2ccc(Cl)cc2)n1,6%[57.1 µM],-6,15%,0.2,-17%,3%,33%[activator],1,8

Reformatted with values under each structure: part of the list above
Each structure is followed by: WRN inhibitor	PI5P4Ka inh	HEK293 tox	IL-2 act	PLK1 PBD inh	GLP1R ag	GLP-1R inv ag	DRD3 antagonist	D3 ag
> COCCCNc1nc(CC(C)C)nc2c1nnn2Cc1ccccc1
  3%	14	4%	-0.4	6%	7%	?	19	3
> COC(=O)CNc1nc(Cl)nc(Nc2ccc(Cl)cc2)n1
  6%[57.1 µM]	-6	15%	0.2	-17%	3%	33%[activator]	1	8

Next part
SMILES,WRN inhibitor,PI5P4Ka inh,HEK293 tox,IL-2 act,PLK1 PBD inh,GLP1R ag,GLP-1R inv ag,DRD3 antagonist,D3 ag
COc1cccc(NC(=O)NC2CCN(Cc3nnnn3Cc3ccc4c(c3)OCO4)CC2)c1,-5%,2,-24%,0.7,-4%,12%,-16%,1,6
COc1ccc2cc(C[C@@H]3CC[C@@H](CNC(N)=O)O3)ccc2c1,-4%,0,3%,-0.2,-11%,9%,23%,-6,-12
CN(C)CCCN(C(=O)COc1ccc(Cl)cc1)c1nc2c(F)cccc2s1,-3%,8,7%,0.3,-22%,-1%,3%,0,5
CC(=O)c1cccc(N2C(=O)Nc3ccccc3N2O)c1,2%,-2,3%,-0.7,-8%,-6%,6%,3,0
CCOC(=O)c1ccc(NC(=S)NCc2ccc(S(N)(=O)=O)cc2)cc1,1%,2,1%,-0.2,-1%,0%,1%,9,0
N#C/C(=C/c1ccc(Br)s1)C(=O)NCCc1c[nH]c2ccccc12,-9%,1,4%,2.7,-5%,-1%,?,2,0
O=C(c1cccs1)N1CCN(Cc2nc3ccccc3c(=O)[nH]2)CC1,-4%,-7,4%,-2.3,-15%,-6%,-13%,0,-8
COc1ccc(-c2csc3ncnc(N4CCN(S(=O)(=O)c5ccc(C(C)=O)cc5)CC4)c23)cc1,-14%,-8,-21%,0.6,-3%,1%,?,-8,4
NC(Cc1ccc2nsnc2c1)C(=O)O (stereo unspecified),-3%,.,11%,0.5,1%,6%,3%,14,1
O=C(NC1CCCCC1)C1CCCN1S(=O)(=O)c1ccc(Cl)cc1 (stereo unspecified),6%,11,2%,0.6,5%,0%,14%,3,1
Cc1cc(NCCCN2CCOCC2)n2ncc(-c3ccc(Cl)cc3)c2n1,1%,.,-11%,-2.8,-5%,-4%,-21%,-12,1
CC(C)(C)c1ccc(NC(=O)C2CCCN(c3cnccn3)C2)cc1 (stereo unspecified),-4%,-5,-21%&-5%,-2.9,3%,3%,?,1,-6&-6
O=C(CN1C(=O)S/C(=C/c2ccncc2)C1=O)Nc1ccccc1,-11%,7,?,-1.9,-8%,-2%,5%,7,2
O=C(NCc1ccccc1Cl)C1CCC(CNc2nc(=S)[nH]c3ccccc23)CC1 (stereo unspecified),14%,-2,-28%[7.66 µM],1.8,4%,0%,-4%[7.66 µM],-5,-7
Cc1cccc(OCC(=O)Nc2ccc(C(=O)Nc3ccccc3C(=O)O)cc2)c1C,-18%,?,-10%,-3.2,?,0%,56%[activator],39,-1
O=C(CCS(=O)(=O)c1cc2c(cc1Cl)NC(=O)CO2)NCc1ccccc1Cl,.,.,4%,.,.,3%,11%,.,-3
O=C(CSC(=S)N1CCOCC1)Nc1ccc(S(=O)(=O)Nc2ncccn2)cc1,7%,1,-6%,-1.7,-8%,-6%,16%,-17,-2
C/C(=N/NC(=O)CN(c1ccccc1)S(=O)(=O)c1ccccc1)c1ccccc1O,-4%,3,?,0.0,-4%,0%,?,-52*,-21
CC(C)Oc1ccc(CCC(=O)N/N=C/c2ccc3c(c2)OCO3)cc1,-4%[57.1 µM],2,-14%,-0.5,3%,1%,7%,16,6
CCc1noc(C)c1C(=O)N1CCC(CCC(=O)Nc2cccc(C)c2)CC1,-27%,7,-2%,-1.2,-4%,3%,-27%,-28,6
COC(=O)C1CC(=O)N(CCc2c[nH]c3ccccc23)C1 (stereo unspecified),-5%,-2,-13%,2.5,0%,-7%,3%,12,-1
CC1CCCCC1NC(=O)CN1CCN(S(=O)(=O)c2ccc(Br)s2)CC1 (stereo unspecified),-1%,2,-17%,-1.1,-3%,16%,?,18,11
COc1cc(OC)c(OC)cc1CN1CCC(O)CC1,9%,1,-4%,0.9,5%,2%,5%,11,-7
CC1(C)CC(=O)C(CC(=O)N2CCC(Cc3ccccc3)CC2)C(=O)C1,-6%,-1,8%,-2.8,-10%,24%,-25%,4,-6
CCOC(=O)c1c(-c2ccccc2)csc1NC(=S)NC,-3%,-7,?,-2.4,?,3%,-1%,1,-4
C/C(CC(=O)NC1CCCCC1)=N\NC(=O)Cc1ccc(-c2ccccc2)cc1,8%,-8,-2%,0.9,-15%,9%,11%,-17,-4
Cc1c(C(Nc2ccccn2)c2ccc(Cl)cc2)c(=O)n(-c2ccccc2)n1C (stereo unspecified),0%,0,-13%,0.3,-26%,4%,1%,14,-4
O=C(Cn1ccc(C(F)(F)F)n1)Nc1cccc(S(=O)(=O)N2CCCCC2)c1,-5%,-4,3%,-0.5,-2%,10%,?,10,5
CCOC(=O)c1c(C)[nH]c(C)c1S(=O)(=O)NCc1ccccc1OCC,1%,1,-6%,-1.3,1%,2%,?,4,0
COc1cc(S(=O)(=O)N2CCC(O)(c3cccc(C(F)(F)F)c3)CC2)ccc1-n1cnnn1,-8%,.,-4%,-0.8,-1%,-3%,0%,-82*,2
CCOC(=O)c1c(N)n(-c2ccc(N)cc2)c2nc3ccccc3nc12,-7%,-18,-13%,-1.1,27µM*,5%,49%[activator],11,6
CCCN(C(=O)c1ccc(OCC(C)C)cc1)c1c(N)n(Cc2ccccc2)c(=O)[nH]c1=O,7%,1,-1%,-0.2,0%,-6%,14%,4,-8
CCOC(=O)C1(CCOc2ccccc2)CCN(C(=O)CCSC)CC1,1%[57.1 µM],-1,-1%,0.6,8%,-4%,-26%,31,12
